Source: PubChem (several laboratories)
Efflux pump inh: blocks antifungal efflux pumps in multiplex yeast assay. inhibition, % at 10 µM. S. cerevisiae Candida pump triplex, Nile Red efflux. 0.44% of 330,000 active;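 active = plate passing quality check with inhibition over a set limit, or well fluorescence over plate mean plus 4 SD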;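 also: Nile Red retained in pooled yeast measured as flow cytometry median fluorescence; 0% = buffer negative control and 100% = Enniatin B positive control; higher means more Nile Red kept so more efflux inhibition; some compounds called inactive have numbers as strong as hits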
TPT1 inh: blocks Candida albicans tRNA 2'-phosphotransferase; 0.81% of 300,000 active; recombinant caTPT1, FP RNA substrate dephosphorylation; inhibition, % at 5 µM;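 active = inhibition above the mean of all tested compounds plus 3 SD, set per screening campaign, cut at about 24% in these data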;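 also: plate controls were DMSO alone for no effect and ferristatin control at 100 nM for full effect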
PP5 primary: blocks human protein phosphatase 5 activity; 0.18% of 320,000 active; P53041; purified PP5c, OMFP substrate fluorescence; inhibition, % at 6.7 µM; AID 1987;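 active = inhibition above the campaign's mean inhibition across all tested compounds plus 3 SD, cut at about 9.5% in these data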;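 also: 0% = DMSO only and 100% = 100 µM cantharidin control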
Target sequence (P53041 whole entry, looked up): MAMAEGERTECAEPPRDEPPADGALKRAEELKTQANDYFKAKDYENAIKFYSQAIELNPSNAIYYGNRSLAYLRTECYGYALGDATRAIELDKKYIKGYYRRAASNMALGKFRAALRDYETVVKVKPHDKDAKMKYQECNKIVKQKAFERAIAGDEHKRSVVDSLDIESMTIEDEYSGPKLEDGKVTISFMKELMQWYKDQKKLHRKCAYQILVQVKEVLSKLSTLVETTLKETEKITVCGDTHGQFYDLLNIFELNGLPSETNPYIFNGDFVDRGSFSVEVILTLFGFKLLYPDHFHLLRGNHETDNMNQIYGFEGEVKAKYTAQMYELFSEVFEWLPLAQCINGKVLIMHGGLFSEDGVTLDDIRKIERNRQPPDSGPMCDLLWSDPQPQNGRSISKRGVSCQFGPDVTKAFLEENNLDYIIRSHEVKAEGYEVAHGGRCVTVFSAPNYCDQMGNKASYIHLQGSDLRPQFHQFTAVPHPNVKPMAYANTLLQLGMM
JMJD2C inh: human JMJD2C demethylase inhibition. Q9H3R0. GST-JMJD2C(1-420) H3K9me3 demethylation, DELFIA europium. inhibition, % at 2.35 µM. 0.069% of 330,000 active. AID 2099;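 active = more than half of a compound's replicate wells show inhibition beyond 50%, single wells judged on their own value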;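 also: signal counts dimethyl H3K9 product captured on neutravidin plate; 0% = median of DMSO wells and 100% = 0.3 times that DMSO median; strong numbers were not always called active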
HCV core dimer: HCV core protein dimerization inhibition | 0.33% of 300,000 active | TR-FRET GST/Flag-core106 dimerization, 1536-well | AID 1899 | inhibition, % at 5 µM;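 active = inhibition above the mean of all tested compounds plus 3 SD, set per screening campaign, cut at about 45% in these data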
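System: GST-tagged and Flag-tagged HCV core protein residues 1-106 / Input: core106 proteins, GST 13.5 nM and Flag 17 nM / Buffer or medium: KF-containing HEPES buffer, pH 7.45, DTT, CHAPS, BSA / Probe or stimulus: Eu-anti-GST and XL665-anti-Flag labelled anti-tag antibodies / Schedule: 4 h, 22.5 °C incubation / Technique: TR-FRET 671 and 617 nm emission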
PP1 counter: blocks human PP1-alpha phosphatase, a PP5 counter-screen | P62136 | purified PP1alpha, OMFP fluorescence | inhibition, % at 6.7 µM | 0.9% of 320,000 active;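 active = inhibition above the mean inhibition of all tested compounds plus 3 SD, computed separately for each screening campaign, cut at about 15% in these data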
Target sequence (P62136 whole entry, looked up): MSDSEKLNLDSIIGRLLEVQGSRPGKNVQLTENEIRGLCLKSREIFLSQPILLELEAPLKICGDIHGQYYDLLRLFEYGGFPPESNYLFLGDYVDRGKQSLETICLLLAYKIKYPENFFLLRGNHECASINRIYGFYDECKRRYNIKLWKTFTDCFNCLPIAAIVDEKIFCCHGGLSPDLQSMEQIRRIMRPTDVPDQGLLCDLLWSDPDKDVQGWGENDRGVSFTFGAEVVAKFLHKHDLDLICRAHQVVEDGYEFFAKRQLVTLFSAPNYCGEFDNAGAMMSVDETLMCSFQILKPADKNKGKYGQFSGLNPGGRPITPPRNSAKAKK
procasp3 activ: procaspase-3 (human) activation; P42574; recombinant procaspase-3 D3A, Ac-DEVD-pNA absorbance 405 nm; activation, % at 8.5 µM; 0.11% of 330,000 active;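 active = activation above the mean of all tested compounds plus 3 SD, cut at about 21% in these data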;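 also: 0% = DMSO alone and 100% = DMSO wells spiked with extra 5 µM PC-3 D3A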
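Test system: Procaspase-3 D3A mutant; medium: Zinc-free HEPES/NaCl buffer with 0.01% Triton X-100 at pH 7.4; reagent: DEVD-pNA substrate; doses: one concentration, 8.5 µM nominal, 0.8% DMSO; times: 1 h preincubation plus 2 h reaction at 25 °C; signal: Epi-absorbance at 405 nm of released p-nitroaniline, 0 and 120 min; replicates: singlicate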
procasp7 counter: activates human procaspase-7, counter-screen for procaspase-3 activators | P55210 | recombinant procaspase-7, Ac-DEVD-pNA absorbance 405 nm; D23A/D198A/D206A triple mutant, cannot self-cleave; scale: DMSO 0, 5 µM enzyme 100 | activation, % at 8.5 µM | 0.093% of 330,000 active | AID 463210;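 active = percent activation above the screen-wide mean plus 3 SD, cut at about 25% in these data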
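Material: Procaspase-7 triple mutant (PC-7 D3A) | Quantity: 2 µM procaspase-7 mutant as dispensed | Reagent: DEVD-pNA substrate | Times: 1 h preincubation, 2 h reaction | Technique: 405 nm absorbance of p-nitroaniline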
CTSL1 counter: blocks F. hepatica cathepsin L1 in PFM18AAP counter-screen; recombinant F. hepatica cathepsin L1, Z-Leu-Arg-MCA fluorescence; inhibition, % at 5.96 µM; 0.49% of 300,000 active;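 active = inhibition above the mean of all tested compounds plus 3 SD, set per screening campaign, cut at about 17% in these data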;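 also: 0% = plate median of test compound wells and 100% = 1 µM Z-Phe-Ala-diazomethylketone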
Numbers without * were called inactive; . = not tested or not shown.

SMILES	Efflux pump inh	TPT1 inh	PP5 primary	JMJD2C inh	HCV core dimer	PP1 counter	procasp3 activ	procasp7 counter	CTSL1 counter
CC(=O)Nc1ccc(Nc2nnc(-c3ccc(C)c(S(N)(=O)=O)c3)c3ccccc23)cc1	0.0	0	2.4	-8	5	4	-2	-12	2
O=C1OC(c2ccccc2)=C/C1=C/c1cccs1	-0.3	-1	2.8	10	4	2	-26	-9	2
COC(=O)c1cc2n(n1)CCN(Cc1ccccc1Cl)C2=O	-0.1	1	-9.6	0	2	1	-5	2	2
COc1ccc(/C=N/NC(=O)OC(C)(C)C)cc1OC	-0.2	-1	1.0	6	-12	4	4	-9	-3
CCN(CC)c1nc(N2CCOCC2)c(C#N)c2c1CN(C)CC2	0.0	-6	-1.4	4	0	-1	-4	4	0
CCN(C(=O)c1cnc(NC(C)C)cc1C(F)(F)F)c1ccc(Cl)cc1Cl	0.2	1	2.2	0	6	-1	1	-6	-1
Cc1ccc(OCc2ccc(C(=O)NCC3CCCO3)cc2)cc1 (stereo unspecified)	-0.2	3	0.9	1	3	-3	-9	-1	4
Cc1ccc(C(C(=O)NCC2CCCO2)N(Cc2ccccc2F)C(=O)Cn2nnc(-c3cccs3)n2)cc1 (stereo unspecified)	-0.1	2	0.1	6	17	4	1	-12	6
Nc1nnc(SCc2cccc(C(F)(F)F)c2)s1	0.2	2	2.9	-7	-2	0	-4	-4	1
O=C(O)/C=C/C(=O)Nc1ccccc1-c1ccccc1NC(=O)/C=C/C(=O)O	-0.3	-3	1.9	-2	2	1	-10	-11	6
Cc1ccc(OCc2nnc(SCC(=O)Nc3nccs3)n2-c2ccccc2)cc1C	0.3	-7	0.8	1	5	-3	-4	1	2
O=C(N/N=C/c1ccc(N2CCOCC2)s1)c1ccccc1Cl	-0.5	11	2.2	-11	-2	5	-3	-4	4
O=c1c2c(nc3nc(CCc4ccccc4)[nH]n13)CCC2	-0.2	-2	-2.7	2	7	2	-13	-4	10
CCN1CCn2c3c(c4cc(Cl)ccc42)CCCC31 (stereo unspecified)	0.1	1	2.0	7	-8	-3	-2	-8	2
Cc1cc([N+](=O)[O-])ccc1NC(=O)C(C)NC1CCCCC1 (stereo unspecified)	-0.1	-1	-0.7	5	-4	-3	10	5	-1
CCCCC(O)(CCCC)C(=O)NN(C(=O)OC)c1ccc(C)cc1	0.0	1	0.0	7	1	-5	-3	6	3
Cc1cc(C)cc(NC(=O)C(Sc2ncnc3ccccc23)c2ccccc2)c1 (stereo unspecified)	-0.1	1	2.4	6	20	0	0	2	4
CCn1ccc(C(=O)Nc2ccccc2Cl)n1	0.1	2	-0.9	-1	-3	1	-6	3	2
CC(Oc1ccc2c3c(c(=O)oc2c1)CCC3)C(=O)NCc1cccnc1 (stereo unspecified)	-0.1	1	0.7	9	4	2	2	5	0
O=C1NC2(CCCCCC2)C(=O)N1Cc1ccccc1Cl	-0.1	-1	-0.2	10	11	1	1	3	3

A run of entries from further up, as a working copy:
SMILES	Efflux pump inh	TPT1 inh	PP5 primary	JMJD2C inh	HCV core dimer	PP1 counter	procasp3 activ	procasp7 counter	CTSL1 counter
Cc1cc(C)cc(NC(=O)C(Sc2ncnc3ccccc23)c2ccccc2)c1 (stereo unspecified)	-0.1	1	2.4	6	20	0	0	2	4
CCn1ccc(C(=O)Nc2ccccc2Cl)n1	0.1	2	-0.9	-1	-3	1	-6	3	2
CC(Oc1ccc2c3c(c(=O)oc2c1)CCC3)C(=O)NCc1cccnc1 (stereo unspecified)	-0.1	1	0.7	9	4	2	2	5	0
O=C1NC2(CCCCCC2)C(=O)N1Cc1ccccc1Cl	-0.1	-1	-0.2	10	11	1	1	3	3

New compounds follow.
SMILES	Efflux pump inh	TPT1 inh	PP5 primary	JMJD2C inh	HCV core dimer	PP1 counter	procasp3 activ	procasp7 counter	CTSL1 counter
Cc1ccc(S(=O)(=O)N2CCCC2C(=O)Nc2nccs2)cc1 (stereo unspecified)	0.0	2	1.1	5	0	-1	9	9	-3
CCc1nc(SCC(=O)Nc2ccc(N(C)C)cc2)n[nH]1	0.0	-3	-1.2	31	-6	-2	5	12	1
COC(=O)C(C)Oc1ccc2c(-c3cccc([N+](=O)[O-])c3)cc(=O)oc2c1 (stereo unspecified)	-0.1	-3	0.6	-8	7	-3	-6	10	-1
CCN=C1SC(C(=O)Nc2cccc(Br)c2)CC(=O)N1CC (stereo unspecified)	0.2	-5	2.5	-2	-3	0	7	-6	-1
O=C(NCCCN1CCCC1=O)c1ccc(Cl)c(Cl)c1	0.1	1	-1.2	-10	2	-4	4	9	2
CN(C)/C=C/C(=O)c1ccc2noc(-c3cccc(F)c3)c2c1	0.0	-2	2.7	-3	-8	5	5	-1	-5
CC(=O)Nc1ccc(NC(=O)C(C)OC(=O)c2cccs2)cc1 (stereo unspecified)	-0.1	.	0.7	-9	.	-2	-1	7	.
Cc1ccc2nc(NC(=O)C3CCN(S(=O)(=O)c4cnc[nH]4)CC3)sc2c1	0.0	-2	-0.3	1	1	1	1	-2	1
O=C(Nc1ccccc1)Nc1cccc2cccnc12	-0.1	-2	4.3	5	5	-3	13	0	1
CC(C)c1ccc(S(=O)(=O)NC2CCS(=O)(=O)C2)cc1 (stereo unspecified)	-0.1	0	-0.9	25	0	0	4	-3	-1
O=C(c1cncc(Br)c1)N1CCN(S(=O)(=O)c2ccc(Cl)cc2)CC1	0.0	2	1.7	2	1	7	-7	-4	-5
C/C(CC1CC2=C(CC1(C)C)C(C)(C)CCC2)=N\NC(N)=S (stereo unspecified)	0.0	-2	-0.3	5	0	1	-2	-12	3
COc1ccc(-c2nnc(NC(=O)CSc3ccccc3)s2)cc1OC	-0.5	-1	1.4	2	11	0	4	-4	-1
CCCCCC(=O)N1CC2(CC(c3cccc(NC(=O)[C@@H]4CCC(=O)N4)c3)=NO2)C[C@@H]1C(N)=O (stereo partly specified)	0.1	4	2.5	-2	-7	-2	5	1	-1
COC(=O)c1c(CCl)noc1C(=O)NC(C)C	-0.1	0	-2.0	7	1	-5	4	-10	2
CC1CCN(CCC(=O)Nc2ccccc2)CC1	-0.1	-5	2.9	9	13	-3	-1	8	-7
COCCNC(=O)c1cc2nc(-c3ccccc3)cc(C)n2n1	0.3	-2	1.3	12	-6	-4	-4	11	0
CC1CC(C)CN(C(=O)CCNS(=O)(=O)c2ccc3c(c2)CCC(=O)N3)C1 (stereo unspecified)	0.8	-2	0.2	-23	-4	-2	-6	4	-7
Cc1ccc(N2C(=O)C3NN=C(C(=O)OCc4ccccc4)C3C2=O)cc1 (stereo unspecified)	-0.1	-3	1.6	7	-6	1	-7	1	-3
COc1ccc([N+](=O)[O-])cc1NC(=O)C1(c2ccc(OC)c(OC)c2)CCOCC1	0.0	1	3.2	-5	1	3	-3	6	0
CCC(=O)Nc1cc(C)c(NC(=O)CCc2ccccc2)cn1	0.1	3	-3.1	4	3	1	-7	-2	11
O=C(NC1CC1)C1CCN(C2CCN(C(=O)c3ccc(C(F)(F)F)cc3)CC2)CC1	0.5	-1	1.5	0	-15	-1	4	3	-2
Cc1cc(C)n(CC(=O)NC2CCCCC2C)c(=O)c1C#N (stereo unspecified)	0.0	5	2.4	-6	-3	-3	-8	2	-1
C=CCOC(=O)C1=C(C)NC(SCC(=O)Nc2nccs2)=C(C#N)C1c1cccs1 (stereo unspecified)	0.0	-1	2.8	-5	49*	11	-14	-8	0
Cc1cccc2c(C(=O)O)c3c(nc12)CCCCC3	-0.2	-5	-0.7	-1	-8	-1	0	0	2
CCS(=O)(=O)c1ccc(-c2csc(-c3ccccc3Cl)n2)c(Cl)c1Cl	-0.1	-2	0.9	4	12	-4	-8	-4	-2
CCOc1ccc(N(CC(=O)NC2CCCCCC2)S(=O)(=O)c2c(C)noc2C)cc1	-0.1	-5	0.1	-7	1	-1	7	9	1
Cc1cccc(-c2nnc(NC(=O)c3ccc(N4C(=O)CCC4=O)cc3)s2)c1	0.1	-1	5.0	1	9	19*	0	0	4
O=C(O)c1ccccc1C(=O)Nc1ccc(Br)c(C(F)(F)F)c1	-0.1	1	-1.7	-3	4	-7	5	3	2
CC1(C)CC(=O)c2sc(N3CCCCC3)nc2C1	-0.1	-5	-3.0	-1	-1	-2	5	3	9
C/C(=N\NC(=O)C1CC1)c1cccs1	0.1	1	-0.2	2	5	-4	3	0	5
CC1(C)SCC(C(=O)O)NC1=O (stereo unspecified)	0.1	-2	-1.2	-23	0	-3	-1	5	-3
CC(=O)c1cccc(NC(=O)C(Sc2ncnc3ccccc23)c2ccccc2)c1 (stereo unspecified)	-0.1	0	1.9	15	17	2	-5	-7	4
CC(C)CCNC(=O)CCCCn1c(=O)[nH]c2ccsc2c1=O	-0.1	-2	0.8	7	3	-3	2	11	4
CCC(=O)c1ccc(N2CCN(C(=O)c3ccc(Br)cc3)CC2)c(F)c1	0.2	2	1.0	-2	-2	0	-1	-3	3
O=c1[nH]c(CN2CCN(S(=O)(=O)c3ccc(Cl)cc3)CC2)nc2cc(Cl)ccc12	0.1	1	3.9	5	-2	-3	1	1	-5
CCc1nccn1CCC(=O)N1CCc2c([nH]c3ccccc23)C1CC(C)C (stereo unspecified)	0.1	0	-1.5	1	-1	-3	-2	5	-1
CS(=O)(=O)Nc1cccc(-c2cn3c(n2)SCC3)c1	-0.1	-3	-1.8	22	-6	0	2	2	2
CCOC(=O)N1CCC(Nc2c(Nc3ccc(F)cc3)c(=O)c2=O)CC1	0.1	0	3.7	-18	2	-11	5	12	0
C/C(NC(=O)c1ccccc1)=C1/C(=O)CC2C1C2(C)C (stereo unspecified)	-0.1	-4	2.4	0	1	-2	3	-14	3
c1ccc(NC(c2ccccc2)c2ccncc2)cc1 (stereo unspecified)	0.0	0	0.8	17	16	-5	-4	-2	1
O=C(O)C1CC(=O)N(c2ccc(Br)cc2)C1 (stereo unspecified)	-0.3	-5	-0.5	-6	-9	-2	-2	4	3
Nc1cccc(-c2ccc(CO)o2)c1	0.0	1	-0.8	-1	4	-3	-4	-1	0
CCOc1ccccc1N/C=C/C(=O)C(C)(C)C	0.0	-1	3.0	-2	-3	-1	7	3	-1
CCOC(=O)C(=O)Nc1nnc(SCc2ccc(F)cc2)s1	0.0	-1	3.5	1	8	-1	-5	3	-1
CN(C)S(=O)(=O)c1cccc(NC(=O)CCNC(=O)c2ccccc2Cl)c1	-0.5	-1	1.2	-49	-9	10	-3	-4	0
O=C(Nc1ccc(Cl)cn1)c1ccc(-c2ccc(Cl)c(Cl)c2)o1	-0.1	4	1.1	0	14	-3	4	-5	-1
O=C(NCc1cccnc1)c1cc(Cl)ccc1[N+](=O)[O-]	-0.1	2	2.4	1	-4	-5	-8	11	-1
